Screens (PubChem BioAssay)
GAA glycogen – GAA glycogen-cleavage inhibition or activation. hit rate 0.38% among 300,000. Potency, µM (doses to about 76.4 µM), without a hit: top-dose activity change, negative = inhibition, most hits filed as inhibitors. AID 2100. recombinant GAA, glycogen substrate, Amplex Red glucose oxidase fluorescence;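 note: 0% = full enzyme reaction and -100% = no-enzyme basal signal; the screen sought inhibitors and activators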
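Recombinant human enzyme (4 nM); glycogen substrate; 37 C, 40 min, pH 5.0. Readout: coupled glucose oxidase/Amplex Red fluorescence.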
IMPase Li inh – IMPase inhibition in cells with lithium potentiation | CHO-M1 cells, IP1 TR-FRET (IP-One), carbachol + lithium | Potency, µM (top dose mostly 59.4 µM), inactives show at the highest dose activity, negative = IMPase inhibition, most hits filed as inhibitors | hit rate 0.35% among 210,000 | AID 1457;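 note: IP1 builds up when IMPase is blocked and the TR-FRET signal falls; plate controls were basal vehicle for no effect and high inhibitor control for full effect; nearly all actives have a fitted effect of over 50% in size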
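Lithium-sensitised IP1 accumulation assay; M1-expressing CHO cells treated 30 min at 37C with compound. Competitive antibody detection by time-resolved FRET followed a 10 min room-temperature lysis step.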
GAA spleen mod – inhibitors or activators of human alpha-glucosidase in spleen homogenate | hit rate 0.006% among 240,000 | AID 2112 | Potency, µM (highest dose often 79.9 µM), inactives show at the top dose activity change, negative = inhibition, most hits filed as inhibitors | human spleen homogenate, 4-MU-alpha-glucoside fluorescence;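 note: 0% = enzyme with vehicle and -100% = no enzyme basal signal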
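Human spleen homogenate (1 ug) incubated with compounds and 1 mM 4-methylumbelliferyl-alpha-D-glucopyranoside in pH 5.0 citrate/phosphate buffer, 37 C, 40 min. Stopped at pH 10; 4-MU fluorescence (Ex 365/Em 440 nm); AC50 by Hill fit.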
HttQ103 aggreg – mutant huntingtin aggregation inhibition. AID 1688. PC12 HttQ103-GFP aggregates, Acumen cytometry, 40 h. hit rate 1.1% among 220,000. Potency, µM (highest dose often 46.1 µM), without a hit: at the highest dose activity change, negative = inhibition, hits mostly inhibitors; note: % is set by controls: 0 for no effect and ±100 for the full control effect; nearly all actives have a fitted effect of over 60% in size
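PC12/HTTQ103-GFP, ecdysone-inducible; teb 100 nM; cpd qHTS titration; GFP aggregates read on laser cytometer, Ex 488/Em 500-530 nm.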
GAA inhib – inhibitors of human lysosomal alpha-glucosidase; Potency, µM (doses to about 76.9 µM), for the others: at the top dose activity change, negative = inhibition, most hits filed as inhibitors; AID 1466; P10253; hit rate 0.005% among 200,000; purified human GAA, 4-MU-alpha-glucoside fluorescence;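 note: plate controls were uninhibited enzyme wells for no effect and no-enzyme background for full effect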
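Human enzyme at 4 nM with 400 uM 4-methylumbelliferyl-alpha-D-pyranoside, citrate/phosphate buffer pH 5.0, 0.005% Tween-20, 20 min at room temperature. Compounds up to 77 uM. 4-MU fluorescence (Ex 365/Em 440) read after NaOH/glycine stop; AC50 from Hill fit.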
RGS12 GoLoco inh – RGS12 GoLoco-Gai1 interaction inhibition. P63096. Gai1:RGS12 GoLoco peptide FP, rhodamine, 10 min. Potency, µM (highest dose often 61.6 µM), for the others: at the top dose activity, negative = inhibition, most hits filed as inhibitors. hit rate 0.44% among 230,000; active = well fitted inhibition curve with a large enough effect, not every such curve was filed as active; inactive = no such curve, though single readings can be large or run the other way; note: % is set by controls: 0 for no effect and ±100 for the full control effect; nearly all actives have a fitted effect of over 30% in size; many of its hits are not listed in these tables
Target sequence (P63096 whole entry, looked up): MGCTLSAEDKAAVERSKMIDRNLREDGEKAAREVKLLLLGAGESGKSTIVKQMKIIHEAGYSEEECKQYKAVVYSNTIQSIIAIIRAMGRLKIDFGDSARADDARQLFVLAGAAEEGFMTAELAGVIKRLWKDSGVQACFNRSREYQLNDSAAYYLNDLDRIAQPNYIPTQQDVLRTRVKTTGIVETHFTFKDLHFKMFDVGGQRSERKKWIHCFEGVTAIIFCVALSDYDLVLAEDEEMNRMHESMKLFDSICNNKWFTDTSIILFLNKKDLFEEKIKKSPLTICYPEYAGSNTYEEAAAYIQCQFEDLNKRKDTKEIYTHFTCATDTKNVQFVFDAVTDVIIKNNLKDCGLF
HTT ATP protect – protects HTT-Q103 PC12 cells, measured by ATP; PC12 HTT-Q103 induced, cytoprotection, ATP luminescence, 40 h; Potency, µM (top dose mostly 56.4 µM), for the others: cytoprotection (ATP increase), hits mostly activators; hit rate 0.14% among 230,000; AID 1471;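 note: % of control where 0% means no effect; nearly all actives have a fitted effect of over 45% in size; toxic huntingtin expression switched on by the ecdysone agonist tebufenozide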
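Rat PC12, Q103 Htt exon1-GFP fusion, ecdysone promoter; tebufenozide inducer 100 nM final; compound titration; qHTS, 1500 cells/well; ATPlite luminescent read.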
* = called active by the depositor; ? = inconclusive; · = no result given; & = joins results of further samples; [ ] = remark or other dose. Unless noted, calls come from the whole dose curve; as a rule, active = well fitted curve in the direction sought with a large enough effect; inconclusive = small, poorly fitted or top-dose-only effect, or another doubt; inactive = no such curve, though single readings can be large; an effect the other way counts as inactive or inconclusive. Potency is the fitted concentration of half-maximal effect. This is a subset. The share of hits here may be higher or lower than overall.

SMILES	GAA glycogen	IMPase Li inh	GAA spleen mod	HttQ103 aggreg	GAA inhib	RGS12 GoLoco inh	HTT ATP protect
CCC(=NCCC1=CCCCC1)c1c(O)[nH]c(=O)[nH]c1=O	1.9%	-8.6%[38.3 µM]	-4.8%	-13.8%	0.3%	5.5%	-33.4%
CN1CCN(Cc2ccccc2C(F)(F)F)CC1	-12.6%	-6.2%[38.3 µM]	-9.5%	-5.5%	-13.2%	0.4%	-1.7%[10 µM]
O=P(O)(O)C12CC3CC(CC(C3)C1)C2	5.3%	-3.6%[38.3 µM]	-5.3%	8.7%	?	0.9%	-10.3%[10 µM]
NCCCNCCCCNCCCNC(=O)Cc1ccc(O)cc1	·	-0.2%	-1.3%[17.4 µM]	·	·	0.4%[14.2 µM]	-44.0%[inhibitor][10 µM]
c1cnc2c(c1)ccc1ncccc12	8.5%	·	-12.4%	-28.3%[9.22 µM]	-4.0%[15.4 µM]	0.2%	7.2%[10 µM]
Cc1ccc(N=Nc2c(O)[nH]c(=O)[nH]c2=O)c([N+](=O)[O-])c1	7.0%	12.2%[38.3 µM]	2.2%	-16.1%	4.7%	2.0%	-21.3%
CC1CCN(C(=O)c2ccc(N3CC4CC(C3)c3cccc(=O)n3C4)c([N+](=O)[O-])c2)CC1 (stereo unspecified)	-7.3%	7.7%	-12.7%	-4.4%	5.7%	1.4%	-4.3%[10 µM]
COC(=O)c1ccc(NC2=C(Cl)C(=O)OC2OC(=O)c2ccccc2)cc1 (stereo unspecified)	-3.3%	11.0%	-2.0%	?	-4.3%	12.1%	9.9%
C=CCN1CC[C@]23c4c5ccc(O)c4O[C@@H]2/C(=N/N=C2\CC[C@@]4(O)C6Cc7ccc(O)c8c7[C@@]4(CCN6CC=C)[C@@H]2O8)CC[C@@]3(O)C1C5	·	-2.8%	3.0%	·	·	-5.3%	·
CCC(=NCCN1CCOCC1)c1c(O)n(C2CCCCC2)c(=O)[nH]c1=O	0.8%	·	-5.7%	3.8%[9.22 µM]	·	2.3%	-7.1%[10 µM]
CCCCn1c(=O)c(C(=O)Nc2nc3ccccc3[nH]2)c(O)c2ccccc21	0.7%	15.6%[38.3 µM]	4.1%	?	-3.0%	3.2%	-1.2%[10 µM]
NC1CCc2cc(O)c(O)cc2C1 (stereo unspecified)	·	8.8%&-6.2%&0.5%	-1.3%&-2.6%&-7.0%	·	·	-4.5%&-23.1%&-36.6%	16.0%&-2.8%
CCN(CC)c1ncnc2c1ncn2[C@@H]1O[C@@H](COP(=O)(O)OP(=O)(O)C(Br)(Br)P(=O)(O)O)[C@H](O)[C@H]1O	·	7.7%	15.0%	·	·	3.4%	-6.8%
Cc1nn(Cc2ccccc2Cl)c(C)c1C(=O)OCC(=O)N1CC(C)OC(C)C1 (stereo unspecified)	-1.2%	·	2.3%	18.1%	-2.5%	·	-1.7%[10 µM]
CN(C(=O)c1ccc(Cl)nc1)C1(c2ccccc2Cl)CCCCC1=O (stereo unspecified)	4.4%	7.3%	8.2%	18.8%	-2.5%	1.3%	-15.3%[10 µM]
C/C=C1/CC(C)C(C)(O)C(=O)OCC2CCN3CCC(OC1=O)C23 (stereo unspecified)	-4.7%	4.2%	7.8%	15.5%[9.22 µM]	6.2%	10.1%	-4.1%[10 µM]
COc1ccccc1N1C(=O)NC(=O)/C(=C/c2ccc3c(c2)Cc2ccccc2-3)C1=O	6.9%	-6.3%	-8.5%	4.4%	3.2%	26.1%	-4.7%[10 µM]
CCOC(=O)c1c(C)c(C(=O)N2CCC3(CC2)OCCO3)c(C)n1CC	-3.7%	8.9%	0.6%	-11.9%	6.5%	0.4%	17.7%[10 µM]
Cc1ccc(NC(=O)c2snnc2C)cc1Cl	2.6%	-0.2%	-1.3%	-1.3%	2.3%	3.7%	?
CC1(C)C(C(Cl)Cl)C2(Cl)C(Cl)C(Cl)C1(Cl)C2(Cl)Cl (stereo unspecified)	·	9.9%	-2.6%	·	·	4.1%	·

Continued (5 carried over from the part before).
SMILES	GAA glycogen	IMPase Li inh	GAA spleen mod	HttQ103 aggreg	GAA inhib	RGS12 GoLoco inh	HTT ATP protect
C/C=C1/CC(C)C(C)(O)C(=O)OCC2CCN3CCC(OC1=O)C23 (stereo unspecified)	-4.7%	4.2%	7.8%	15.5%[9.22 µM]	6.2%	10.1%	-4.1%[10 µM]
COc1ccccc1N1C(=O)NC(=O)/C(=C/c2ccc3c(c2)Cc2ccccc2-3)C1=O	6.9%	-6.3%	-8.5%	4.4%	3.2%	26.1%	-4.7%[10 µM]
CCOC(=O)c1c(C)c(C(=O)N2CCC3(CC2)OCCO3)c(C)n1CC	-3.7%	8.9%	0.6%	-11.9%	6.5%	0.4%	17.7%[10 µM]
Cc1ccc(NC(=O)c2snnc2C)cc1Cl	2.6%	-0.2%	-1.3%	-1.3%	2.3%	3.7%	?
CC1(C)C(C(Cl)Cl)C2(Cl)C(Cl)C(Cl)C1(Cl)C2(Cl)Cl (stereo unspecified)	·	9.9%	-2.6%	·	·	4.1%	·
O=C(O)c1cc2ccccc2oc1=O	3.1%	7.3%[38.3 µM]	5.3%	-14.0%	0.0%	-1.1%	4.2%[10 µM]
CC(=O)CC1CCCCN1 (stereo unspecified)	·	7.2%	3.9%	·	·	-0.8%	·
C[N+]1(C)CCO[C@](O)(c2ccc(-c3ccc([C@]4(O)C[N+](C)(C)CCO4)cc3)cc2)C1	·	-3.2%	-7.4%[29.1 µM]	·	·	6.3%[21.6 µM]	-35.1%[inhibitor][17.1 µM]
CC1=CC(=O)OC2CC3OC4C[C@@H](C)C5OC6CC7O[C@]8(C)C/C=C\C9OC%10CC%11OC(CC(C)CO)CC(O)[C@]%11(C)OC%10CC9OC8C[C@]7(C)O[C@]6(C)CCC5OC4C[C@]3(C)OC12 (stereo partly specified)	6.4%	-1.9%	-8.2%	-2.7%[9.22 µM]	·	5.1%	8.3%[10 µM]
Cc1ccc(/C=C2\C(=O)NC(=S)N(c3ccc(F)cc3)C2=O)s1	-1.8%	-9.3%	8.1%	3.1%	-3.9%	4.3%	-27.7%
CC(C)C(=O)Nc1ccc(C(=O)NCc2cccnc2)cc1	-2.2%	-6.4%	-9.4%	?	5.4%	-4.5%	-68.9%[inhibitor][10 µM]
Cc1nc2cc([N+](=O)[O-])ccc2c(=O)n1-c1ccccc1[N+](=O)[O-]	-12.6%	4.6%	-0.1%	10.0%[9.22 µM]	9.6%	9.5%	14.3%[10 µM]
NC[C@@H](O)CSP(=O)(O)O	·	0.9%	·	·	·	-2.7%[14.2 µM]	-4.4%[10 µM]
CC1(O)C[C@]2(C)N(O)C3CCCC[C@@H]3N2O1 (stereo partly specified)	?	10.3%[38.3 µM]	-9.4%	10.3%	-1.9%	-13.1%	-13.6%[0.074 µM]
N[C@@H](Cn1cc(I)c(=O)[nH]c1=O)C(=O)O	·	-1.2%&-5.1%	8.6%&2.3%	·	·	-10.1%&-1.7%	-33.9%
COc1ccc(N2CCN(C(CNC(=O)Oc3ccccc3)c3cccnc3)CC2)cc1 (stereo unspecified)	-7.9%	7.7%	3.4%	17.3%	?	7.7%	28.6%[10 µM]
CN1C(=O)C(Cc2cccs2)C(=O)N(C)C1=O	-14.0%	-6.0%[38.3 µM]	1.5%	-13.2%	-1.5%	-7.9%	-5.8%
N#CC1=C(N)Oc2c(c(=O)oc3ccccc23)C1c1ccc([N+](=O)[O-])o1 (stereo unspecified)	8.5%	-4.2%	8.4%	?	?	9.3%	-7.6%
Ic1ccccc1CNC1C2CCN(CC2)C1C(c1ccccc1)c1ccccc1 (stereo unspecified)	·	16.0%	9.8%	·	·	4.4%	·
COC(=O)c1c(C)n(Cc2ccc3c(c2)OCO3)c2ccc(O)cc12	?	8.6%	-3.7%	?	1.8%	-0.5%	-11.5%
Cc1ccc(NC(=O)CCNS(=O)(=O)c2ccc3c(c2)oc(=O)n3C)c(C)c1	-5.6%	-4.0%[38.3 µM]	-3.1%	?	-1.2%	7.9%	-10.2%
Fc1cccc(C2NCCc3[nH]cnc32)c1 (stereo unspecified)	0.2%	-2.7%	-1.9%	-8.2%	4.3%	8.3%	-0.4%[10 µM]
COC1C(O)C(C)O[C@H](OC2CC[C@@]3(C=O)C4CC[C@]5(C)C(C6=CC(=O)OC6)CC[C@@]5(O)C4CC[C@@H]3C2)C1O (stereo partly specified)	·	21.1%	5.0%	·	·	0.6%	28.8%
Cc1cc(C)nc(NC2=NCCS2)n1	5.3%	-0.9%[38.3 µM]	-2.7%	5.7%	7.0%	-2.4%	5.5%
Cc1nc(CCl)cc(=O)[nH]1	-18.6%	-1.7%	2.7%	-17.7%[9.22 µM]	2.5%	-9.8%	3.8%[10 µM]
c1ccc2c(c1)Nc1ccccc1S2	17.8µM*	3.5%&-17.1%	-3.5%&7.2%	2.4%&-9.0%	2.4%[15.4 µM]	1.2%&1.5%&95.2%	14.1%&-51.8%
O=C1OC(=O)C2C1[C@@H]1CC[C@H]2O1 (stereo partly specified)	4.6%	-5.7%	6.1%	-18.6%	2.3%[15.4 µM]	10.5%	·
CC(=O)CC(C)(C)n1c[n+](C)nn1	0.3%	-3.4%[38.3 µM]	-3.2%	14.3%	-2.6%	7.7%	-0.2%
C[C@]12[C@H](O)CC3C(CC[C@@H]4C[C@@H](O)CC[C@]34C)[C@@]1(O)CC[C@@H]2C1=CC(=O)OC1 (stereo partly specified)	·	5.1%	-6.3%	·	·	2.0%	·
Cc1ccc(C(=O)C2(C)N(O)C(C)C(c3cccs3)=[N+]2[O-])cc1 (stereo unspecified)	-19.7%	-7.0%	0.3%	-4.4%	-9.5%	1.6%	1.7%[10 µM]
C(=NCCN1CCOCC1)=NC1CCCCC1	·	-11.3%	·	·	·	-3.1%[14.2 µM]	-0.3%[10 µM]
O=C1NC(=O)N(c2ccc(F)cc2)C(=O)/C1=C/c1ccc2c(c1)CCCN2Cc1ccccc1	-14.0%	4.7%	-11.1%	1.5%	2.7%	-100.8%	15.9%[10 µM]
Clc1ccc2c(c1)C(c1ccccc1Cl)=NCc1nnc(N3CCN(CCOc4ccccc4)CC3)n1-2	3.1%	14.0%	2.6%	?	?	3.2%	·
CCCN[C@@H]1CCc2c(OC)cccc2[C@@H]1C	·	8.6%&26.8%	-3.7%&-3.2%	·	·	-5.4%&1.7%	9.0%&-8.0%
CCCCCCC1CC(C)(C(=O)CNc2nncs2)OC1=O (stereo unspecified)	7.1%	-3.2%	-2.1%	1.3%	?	-5.3%	-8.5%[10 µM]
